ARNT TACC3 PPI: disruptors of ARNT/TACC3 protein interaction, primary screen, biochemical, AlphaScreen, single concentration. inhibition, % at 9.99 µM. Transforming acidic coiled-coil-containing protein 3 (Homo sapiens), Q9Y6A5. AlphaScreen His-ARNT PAS-B/GST-TACC3 binding, luminescence; TACC3 fragment carries E629A point mutation. 0.66% of 390,000 active;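 active = mean inhibition of replicates at least 50% and at least half of replicates each reaching 50%; inconclusive = half or more replicates reach 50% but mean below 50%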;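 note: 0% = complete ARNT plus TACC3 wells and 100% = ARNT alone without TACC3; many hits fall short of the cut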
DENV2 CPE: inhibitors of DENV2 cytopathic effect, primary screen, cell-based, plate reader, single concentration. DENV2-infected cells, cytopathic effect rescue. CPE inhibition, % at 9.99 µM. 1.7% of 350,000 active. AID 651640, 2012; in the data active = CPE inhibition above about 20%, passing the limit was not always enough; inconclusive = no clear call, values can overlap the other calls; tested in BHK-21 cells;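 note: 0% = median of neutral control wells and 100% = median of positive control wells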
PAX8 inh HTS: inhibitors of PAX8-driven TPO luciferase reporter, primary screen, RMG-I cells, single concentration. SteadyGlo, 24 h. inhibition, % at 12.6 µM. 1.2% of 360,000 active;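 active = mean replicate inhibition at least 60% with every replicate also reaching 60%; inconclusive = only one of the two criteria is met; inactive = mean below 60% and not all replicates reaching 60%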;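 note: luciferase light reporting Pax8 driven TPO promoter activity; plate controls were median of neutral control wells for no effect and mitoxantrone controls for full effect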
LGR2 inh: inhibitors of bursicon-induced LGR2 CRE-luciferase signal, primary screen, cell-based, HEK293, CRE-luciferase reporter, bursicon stimulation | 0.35% of 380,000 active | inhibition, % at 9.99 µM | Drosophila bursicon receptor LGR2 (rickets) | bursicon-stimulated, 4 h;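 active = drop in luminescence signal, shown as inhibition above about 50% in the replicate tests, limit read from the data, passing the limit was not always enough; inconclusive = probably only some replicates passing the limit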;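 note: agonist challenge used bursicon conditioned medium at about half maximal strength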
Casp6 inh: human caspase-6 inhibitors, primary screen, biochemical, VEID-R110 fluorescence, single point, set 2; AID 686996, 2013; purified caspase-6, Z-VEID-R110 cleavage fluorescence; P55212; inhibition, % at 12.5 µM; 0.53% of 350,000 active;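 active = mean inhibition across replicates at least about 35%, with every replicate also reaching that limit, limit read from the data; inconclusive = only one of the two criteria met; inactive = neither criterion met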;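 note: 0% = median of neutral control wells and 100% = no fluorescence left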
Target sequence (P55212 24-179 limits assumed): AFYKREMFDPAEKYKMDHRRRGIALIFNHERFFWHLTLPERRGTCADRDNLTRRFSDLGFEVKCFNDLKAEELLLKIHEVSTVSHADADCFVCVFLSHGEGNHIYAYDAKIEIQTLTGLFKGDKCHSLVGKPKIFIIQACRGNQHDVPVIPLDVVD
Target sequence (P55212 194-293 limits assumed): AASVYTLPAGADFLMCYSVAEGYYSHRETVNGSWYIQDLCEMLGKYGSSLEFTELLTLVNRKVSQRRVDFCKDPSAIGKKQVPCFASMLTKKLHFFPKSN
EWS-Fli inh: EWS/Fli-driven NR0B1 reporter inhibitors, primary screen, A673 cells, NR0B1 luciferase, luminescence, MLPCN library. 0.67% of 350,000 active. viability-normalised. inhibition, % at 12.6 µM;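 active = mean inhibition of at least 50% after viability correction, with every replicate also passing that limit; inconclusive = mean reaches 50% but only one of two replicates passes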;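 note: firefly luciferase signal divided by Alamar Blue viability fluorescence both relative to DMSO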
SIRT5 block: SIRT5 desuccinylase inhibitors, primary screen, biochemical, fluorescence imaging, single point, set 5; NAD-dependent protein deacylase sirtuin-5, mitochondrial (Homo sapiens), Q9NXA8; Purified SirT5, succinyl-peptide AMC, trypsin-coupled fluorescence; inhibition, % at 15 µM; 1.1% of 330,000 active; AID 652115, 2013; in the data active = inhibition above about 15%; inconclusive = no clear call, values can overlap the other calls
Target sequence (Q9NXA8 whole entry, looked up): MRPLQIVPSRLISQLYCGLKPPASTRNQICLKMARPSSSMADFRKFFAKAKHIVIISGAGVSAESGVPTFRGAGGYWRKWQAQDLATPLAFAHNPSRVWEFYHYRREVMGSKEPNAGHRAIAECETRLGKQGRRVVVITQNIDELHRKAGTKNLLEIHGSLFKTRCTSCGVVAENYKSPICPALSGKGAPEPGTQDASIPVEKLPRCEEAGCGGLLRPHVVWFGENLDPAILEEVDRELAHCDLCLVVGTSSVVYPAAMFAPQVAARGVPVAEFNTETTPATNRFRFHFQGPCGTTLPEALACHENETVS
Numbers without * were called inactive; u = inconclusive; x = not tested or not shown. Not a hit list; any-hit rate near 4.9%.

SMILES	ARNT TACC3 PPI	DENV2 CPE	PAX8 inh HTS	LGR2 inh	Casp6 inh	EWS-Fli inh	SIRT5 block
COc1cccc(S(=O)(=O)N[C@@H]2CC[C@H](CCn3cc(-c4ccccc4OC)nn3)O[C@H]2CO)c1	7	0	5	-4	1	1	1
CN(CCC#N)C(=O)COC(=O)/C=C/c1cccs1	8	3	1	-26	1	11	0
O=C(NNc1c(Cl)cccc1Cl)C1CCC1	1	1	13	-4	1	-3	-1
O=C1CNC[C@@H]2[C@H](c3ccc(C#Cc4cccnc4)cc3)[C@@H](CO)N12	x	-4	-68	-8	-1	-7	10
COc1ccc(C(C)=O)cc1COC(=O)CNC(=O)c1ccc(F)cc1	-5	x	0	-6	x	x	x
CCC(CC)c1nc(C#N)c(NCc2ccccc2)o1	5	x	-12	-7	x	x	x
COc1ccccc1Cn1c(=S)[nH]c2cc(C(=O)NCC(OC)OC)ccc2c1=O	-10	2	-11	5	2	-1	0
Cc1cc(Cl)nc(-c2ccccc2O)n1	10	-5	10	0	-6	-3	-5
CCC(CC)C(=O)N(C)c1c(C)nc2c(OCc3cc(Cl)cc(Cl)c3)cccn12	x	-5	9	-2	-3	12	-2
Cc1ccc(S(=O)(=O)N(C)C[C@H]2OCCCC[C@@H](C)Oc3ccc(NC(=O)c4ccccc4)cc3C(=O)N([C@H](C)CO)C[C@@H]2C)cc1	-6	3	-5	7	-1	-5	-4
Cc1ccc(OCc2cc(C(=O)NCc3cn4ccccc4n3)no2)cc1C	6	-4	-25	29	1	x	-4
CCN1CCN(C(=O)Cn2nc(C)n3c(cc4c(OC)cccc43)c2=O)CC1	-3	0	-2	7	1	7	-38
CO[C@H]1CN(C)C(=O)c2ccc(NS(C)(=O)=O)cc2OC[C@@H](C)NC[C@@H]1C	-2	6	x	-6	-1	5	-2
COc1nc(Oc2ccc(/C=N/O)cc2)nc(N(C)C)n1	-4	x	x	-12	-2	-11	-4
COc1cc(C)c(COc2ncnc3ccccc23)cc1OC	-7	4	16	-6	0	5	-1
O=C1CC(=O)N2CCSC2=N1	-14	1	7	-32	-5	13	-4
O=C(COC(=O)c1c(Cl)cccc1Cl)NCc1cccs1	0	u	-23	-2	0	-2	x
Nc1ncnc2c1ncn2[C@@H]1O[C@H](C(=O)N[C@@H](CO)c2ccccc2)[C@@H](O)[C@H]1O	x	-2	-12	-16	1	8	0
COc1ccc(OCC(=O)N(Cc2ccco2)C2CCS(=O)(=O)C2)cc1 (centres undefined)	x	-2	23	7	-4	9	-1
CC(C)CC(N)c1csc(Nc2ccc(C(=O)N(C)Cc3ccccc3)cn2)n1 (centres undefined)	x	6	-4	19	10	1	-2
Cc1ccc(C(=O)N2CCN(c3ccc(NC(=O)COc4ccccc4C)cc3)CC2)cc1	14	0	6	17	0	9	-1
COc1ccccc1CC(=O)N1CCCc2ccccc21	-2	x	x	-1	0	x	-1
COc1ccc(C)cc1-n1nnnc1SCC(=O)NC1CCS(=O)(=O)C1 (centres undefined)	-5	16	8	5	-3	-5	10
C/C(=N\NC(=O)c1c(Cl)cnn1C)c1cccnc1	-4	-4	x	0	-1	-4	-5
N=C(c1cccc([N+](=O)[O-])c1)N1CCCCC1	7	u	4	-1	-1	1	x
CCN1CCN(c2ccc(N3CCN(S(=O)(=O)c4cccc([N+](=O)[O-])c4)CC3)nn2)CC1	x	-8	-7	-12	-8	10	x
CC(=O)N(C)C[C@@H]1Oc2cc(C#CC3(O)CCCC3)ccc2S(=O)(=O)N([C@@H](C)CO)C[C@H]1C	-4	5	x	-6	-5	-7	2
O=C(c1ccc(C(F)(F)F)cc1)C1CCCN(C(=O)CN2CCCC2=O)C1 (centres undefined)	-11	-4	-40	-5	-2	-5	-2
CC(=O)Nc1cc(-c2ccccc2N(C)C)cn2c(-c3cccc(C(F)(F)F)c3)cnc12	x	19	-3	17	0	15	0
CN1CCN(C(=O)C[C@@H]2CC[C@@H]3[C@H](COC[C@@H](O)CN3C(=O)Nc3ccc4c(c3)OCO4)O2)CC1	9	-1	-70	3	x	-17	x
O=C(O)C[C@@H]1C[C@@H]2c3cc(NS(=O)(=O)c4ccccc4)ccc3O[C@@H]2[C@@H](CO)O1	x	18	-24	2	2	x	0
Cc1cc(OCC(=O)N(C)C2CCCCC2)ccc1Cl	-5	-3	-184	-11	-3	-12	-1
O=C(NCC1CCCO1)c1cc2ccccc2nc1Cl (centres undefined)	1	-5	-42	-10	2	5	0
Cc1noc(C)c1C(=O)N1CCC(C(=O)c2ccc(F)cc2F)CC1	-2	-2	26	7	0	-6	0
COc1ccc(OC)c(CCNC(=O)CCC(=O)N2CCOc3ccc(C)cc32)c1	x	7	9	-2	0	4	-17
O=C(C[C@H]1CC[C@H](NS(=O)(=O)c2ccc(F)cc2)[C@@H](CO)O1)NCc1ccncn1	0	4	-7	6	1	-24	-1
COc1ccccc1-c1ccc([C@H]2[C@H](C#N)N(C(=O)C3CC3)[C@H]2CO)cc1	-3	-3	1	-11	-3	0	5
COc1cc(CCC(=O)NC2(C)CCS(=O)(=O)C2)cc(OC)c1OC (centres undefined)	3	6	-44	-6	-4	5	-2
Cc1ccc(Cl)cc1NC(=S)N/N=C/c1cccc2ccccc12	-8	-4	15	0	1	53*	2
CCS(=O)(=O)Nc1cccc(C2=NN(C(C)=O)C(c3cccs3)C2)c1 (centres undefined)	-6	0	-3	-6	-1	-4	-1
COCCn1c(SCC(=O)Nc2ccc(F)cc2)nc2c(c1=O)SCC2	x	-6	3	22	3	-2	x
C[C@H](NC(=O)c1ncn2c1C(=O)N(C)CC2)C(=O)OC(C)(C)C	x	-8	-22	-7	3	-1	1
CC1CCN(c2ccccc2NC(=O)c2ccc([N+](=O)[O-])o2)CC1	1	-1	13	1	10	18	-2
COc1cc(C(=O)COC(=O)c2ccco2)cc(OC)c1OC	-8	7	0	-5	-2	8	-3
O=C(OCC(=O)N1CCC(Cc2ccccc2)CC1)c1ccc(O)cc1	x	u	-9	8	2	-7	3
COc1ccc(NC(=O)Nc2ccc3c(c2)[C@@H]2C[C@@H](CC(=O)N4CCCCC4)O[C@H](CO)[C@@H]2O3)cc1	0	0	5	2	3	-1	-2
Cc1ccc(Cl)cc1-c1cc(C(=O)NCc2ccc(C(F)(F)F)cc2)[nH]n1	x	3	-8	11	-4	-3	-2
O=C1CSc2ccc(S(=O)(=O)NCc3ccccc3Cl)cc2N1	-2	6	7	-10	2	x	-1
Cc1cc(=O)nc2c3ccccc3n(C(C)C(=O)NCCN3CCOCC3)n12 (centres undefined)	-7	35*	-2	-6	-2	8	-1
O=C(CSc1n[nH]c(=O)n1C1CC1)Nc1ccc(F)c([N+](=O)[O-])c1	x	19	-2	4	2	-5	-3
CCCC#Cc1ccc2c(c1)O[C@@H](CN(C)C(=O)CN(C)C)[C@@H](C)CN([C@@H](C)CO)S2(=O)=O	5	-2	-15	6	-3	4	6
O=C(Nc1ccc(C(=O)O)cc1)/C(=C\C=C\c1ccccc1)NC(=O)c1ccccc1Br	7	-8	-131	0	7	-46	-7
Cc1nn(CC(=O)c2ccccc2)c(=O)c2nn(-c3ccccc3F)c(C)c12	40	5	3	16	1	2	-1
COc1ccc(NC(=O)N(C)C[C@H]2Oc3ccc(NC(=O)NC(C)C)cc3CC(=O)N([C@@H](C)CO)C[C@H]2C)cc1	-15	2	5	-4	0	2	2
Cc1noc(C(=O)Nc2cccnc2)c1Cl	-10	-4	-13	-9	3	3	x
Cc1onc(-c2ccccc2Cl)c1C(=O)NC(=S)Nc1ccc(C(C)C)cc1	-3	9	-15	15	-4	-17	0
CN(C)C(=O)c1ccc(-c2ccc([C@H]3[C@H](C#N)N(C(=O)C4CCC4)[C@H]3CO)cc2)cc1	4	-5	4	2	7	15	-1
Cc1ccc(-n2c(C)cc(C(=O)COC(=O)c3ccc[nH]c3=O)c2C)cc1C	-1	-4	-95	-32	6	-6	-1
Cc1ccc(NC(=O)/C(=C\c2ccco2)NC(=O)c2ccco2)cc1	1	2	7	1	10	-23	1
CN(C(=O)c1cccc(NC(=O)Cc2ccc(NC(=O)C3CCCN(S(=O)(=O)c4cccc([N+](=O)[O-])c4)C3)cc2)c1)C1CCC1 (centres undefined)	1	-5	21	20	-2	23	13

The listing continues.
SMILES	ARNT TACC3 PPI	DENV2 CPE	PAX8 inh HTS	LGR2 inh	Casp6 inh	EWS-Fli inh	SIRT5 block
COc1cc2c(cc1OC)C(C1C(=O)CCCC1=O)N(C(=O)CCl)CC2 (centres undefined)	-3	x	7	28	2	3	-1
CO[C@@H]1CN(C)C(=O)c2ccc(NC(=O)Nc3ccc4c(c3)OCO4)cc2OC[C@H](C)NC[C@@H]1C	11	9	-65	-38	0	-99	-2
COC(=O)c1cn(Cc2ccccn2)c(=O)c2ccccc12	-4	-7	15	13	3	5	-2
CC1(C(=O)N2Cc3ccccc3C2)CCN1C(=O)Cc1ccccc1 (centres undefined)	x	4	-11	-19	7	2	-1
O=C(CCN1CCOCC1)c1ccc(Cl)cc1	-11	3	10	-13	0	-1	0
CC(C)NC(=O)Nc1cccc2c1O[C@H](CN(C)C)[C@@H](C)CN([C@@H](C)CO)C2=O	14	13	-10	17	-1	x	-7
Cc1ccc(-n2nc(C)c3c2NC2=C(C(=O)CC(C)(C)C2)C3c2ccccc2OCC(=O)O)cc1 (centres undefined)	6	4	1	2	1	9	1
COc1ccc(CCNC(=O)c2cc(=O)n(C)c(=O)n2C)cc1OC	-3	0	1	4	1	3	-2
COc1cc(OC)c(NC(=O)c2ccccc2F)cc1Cl	3	-2	-10	-31	-2	-8	-9
C[C@H]1CCCCO[C@H](CN(C)S(=O)(=O)c2ccc(Cl)cc2)[C@@H](C)CN([C@@H](C)CO)C(=O)c2cc(NC(=O)Nc3ccc(F)cc3)ccc2O1	-8	-8	45	1	2	-16	4
Cc1c(Cl)cccc1NS(=O)(=O)c1cn(C)c(=O)n(C)c1=O	-4	-3	5	-8	-2	9	8
Cc1cc(C)n(CCNS(=O)(=O)c2ccc(C)c(C)c2)n1	-4	-1	-3	12	0	1	-3
Cc1c(C(=O)C(=O)N2CCCc3ccccc32)c2ccccc2n1C	2	x	24	14	x	x	x
COC(=O)C[C@@H]1CC[C@@H]2[C@@H](COc3ccc(NC(=O)Nc4ccccc4C)cc3C(=O)N2C)O1	-5	-11	13	-5	0	66*	1
CC(C)N1CCN(Cc2ccccc2-c2ccco2)CC1CCO (centres undefined)	3	-7	19	6	-3	10	1
Cc1cccc(CNC(=O)C2CCC(=O)N(C3CCCC3)C2)c1 (centres undefined)	0	8	-14	3	-1	-1	-2
COc1ccc(CN2CCCCCC2)cc1OC	x	0	3	2	-8	-3	-2
C[C@@H]1CCCCO[C@H](CN(C)S(=O)(=O)c2ccc(Cl)cc2)[C@@H](C)CN([C@@H](C)CO)C(=O)c2cc(NS(=O)(=O)c3cccs3)ccc2O1	-7	69*	u	0	1	16	12
Cc1cccc(C)c1NC(=O)C1(C)CCC(=O)N1CCCn1ccnc1 (centres undefined)	x	1	1	4	-2	-6	-2

Screening data from PubChem BioAssay.
